# PrPC TRFRET: inhibitors of human cell surface prion protein PrPC, primary screen, cell-based, TR-FRET; Major prion protein (Homo sapiens), P04156; TR-FRET read-out; inhibition, % at 13.8 µM; 370,000 tested, 0.43% active; in the data active = inhibition above about 24%; note: 0% = median of the test wells and 100% = reference compound wells
# CCHFV vOTU inh: CCHFV vOTU protease inhibitors, primary screen, biochemical, Pep-AMC substrate, fluorescence | Crimean-Congo hemorrhagic fever virus L polyprotein viral ovarian tumor (vOTU) protease … | inhibition, % at 11.5 µM | 370,000 tested, 0.55% active | AID 651958, 2012; in the data active = inhibition above about 30%; note: 0% = vehicle wells with enzyme and 100% = no enzyme wells
# BH1578 lux ind: inducers of Vibrio cholerae quorum light production without autoinducers, primary screen, BH1578 luxS cqsA deficient, single point. V. cholerae BH1578 lux reporter, luminescence, 6 h. activation, % at 18.7 µM. 350,000 tested, 0.16% active. AID 588436, 2011; in the data active = activation mostly above about 9.7%, no sharp cut-off; note: not every result past the cut was called active; inactives centre near 0; reference of the scale not given here
# VHR inh abs: VHR1 phosphatase inhibitors, primary screen, biochemical, absorbance, uHTS. Dual specificity protein phosphatase 3 (Homo sapiens), P51452. 290,000 tested, 0.52% active. AID 1654, 2009. inhibition, % at 13.3 µM. recombinant VHR phosphatase, pNPP absorbance; in the data active = inhibition above about 50%; note: some compounds called inactive have numbers as strong as hits
# Target sequence (P51452 whole entry, looked up): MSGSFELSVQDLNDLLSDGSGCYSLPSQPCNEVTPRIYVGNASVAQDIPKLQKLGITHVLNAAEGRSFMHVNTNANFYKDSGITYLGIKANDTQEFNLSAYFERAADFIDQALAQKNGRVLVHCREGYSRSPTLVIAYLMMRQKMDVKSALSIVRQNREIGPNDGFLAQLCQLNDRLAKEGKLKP
# MazEF act: activators of E. coli MazEF toxin-antitoxin RNase, primary screen, biochemical, fluorescence, uHTS | Endoribonuclease toxin MazF (Escherichia coli (strain K12)), P0AE70 | FAM/BHQ RNA-DNA oligo cleavage fluorescence, 5 h | activation, % at 20 µM | 350,000 tested, 0.32% active | AID 504720, 2011; in the data active = activation above about 50%
# Target sequence (P0AE70 whole entry, looked up): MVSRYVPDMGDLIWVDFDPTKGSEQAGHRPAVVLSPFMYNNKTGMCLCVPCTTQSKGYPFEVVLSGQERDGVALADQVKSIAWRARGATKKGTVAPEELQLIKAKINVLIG
# Rv3671c inh: Rv3671c serine protease inhibitors, primary screen, biochemical, fluorescence polarization, M. tuberculosis H37Rv; P9WHR9; inhibition, % at 5.96 µM; 320,000 tested, 0.048% active; AID 2606, 2010; in the data active = inhibition above about 38%;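 note: extracellular domain of Rv3671c used as enzyme; 0% = enzyme with DMSO and 100% = no enzyme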
# Target sequence (P9WHR9 whole entry, looked up, the tested form may be a part): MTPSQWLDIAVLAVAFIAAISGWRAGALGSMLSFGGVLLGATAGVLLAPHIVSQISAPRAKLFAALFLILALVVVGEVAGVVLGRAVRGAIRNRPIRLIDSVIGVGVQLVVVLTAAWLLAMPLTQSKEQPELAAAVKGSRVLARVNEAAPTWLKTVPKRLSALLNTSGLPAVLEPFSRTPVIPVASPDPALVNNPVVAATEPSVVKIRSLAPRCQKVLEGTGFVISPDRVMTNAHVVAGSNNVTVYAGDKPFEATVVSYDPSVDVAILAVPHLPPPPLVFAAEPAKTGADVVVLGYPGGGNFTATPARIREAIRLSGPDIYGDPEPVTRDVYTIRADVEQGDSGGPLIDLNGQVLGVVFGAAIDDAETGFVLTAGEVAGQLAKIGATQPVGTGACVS
# TcdB inh: TcdB glycohydrolase inhibitors, primary screen, biochemical, single point, plate reader. TcdB glycohydrolase enzymatic assay. inhibition, % at 9.99 µM. 350,000 tested, 0.24% active. AID 652162, 2013; in the data active = inhibition above about 10%
# PriA SSB inh: inhibitors of Klebsiella pneumoniae PriA binding to SSB C-terminal tail, primary screen, biochemical, AlphaScreen. PriA–SSB C-terminal tail interaction (Klebsiella pneumoniae). AlphaScreen SSBct-PriA binding, biotinylated peptide. inhibition, % at 33 µM. 430,000 tested, 0.6% active. AID 1272365, 2023; in the data active = inhibition mostly above about 37%, no sharp cut-off; inactive = mostly below about 20%;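 note: plate controls were negative control peptide for no effect and reference peptide for full effect; strong numbers were not always called active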
# 3CLpro inhibitor: SARS-CoV 3CLpro protease inhibitors, primary screen, biochemical, quenched FRET. Replicase polyprotein 1ab (Severe acute respiratory syndrome coronavirus), P0C6X7. recombinant SARS-CoV 3CLpro, quenched FRET peptide cleavage. inhibition, % at 6 µM. 290,000 tested, 0.14% active; in the data active = inhibition above about 12%
# Y pestis TopoI: Yersinia pestis topoisomerase I inhibitors, primary screen, biochemical, cleavage product accumulation, plate reader, single point; DNA topoisomerase I (Yersinia pestis CO92); Y. pestis Topo-I cleavage product accumulation; activity, % at 10 µM; 360,000 tested, 0.064% active; AID 504884, 2011; in the data active = activity above about 50%, passing the limit was not always enough; note: inactives centre near 2
# Active calls of the source: *; i = inactive; x = not tested or not shown; & = joins results of further samples. An excerpt; the hit share may differ from the screen's.
# A first look, 12 compounds:
SMILES,PrPC TRFRET,CCHFV vOTU inh,BH1578 lux ind,VHR inh abs,MazEF act,Rv3671c inh,TcdB inh,PriA SSB inh,3CLpro inhibitor,Y pestis TopoI
CCN(CC)S(=O)(=O)c1ccc(N2CCOCC2)c(NS(=O)(=O)c2ccc(C)c(C)c2)c1,9,2,-0.3,4,-16,-1,x,-8,4,16
COc1ccc(-c2ccc(CN3C(C(C)C)C(=O)N(Cc4cn(Cc5ccco5)nn4)CCS3(=O)=O)cc2)cn1 (stereo unspecified),2,7,-2.4,x,12,x,0.4,x,x,17
O=C(NCCCN1CCCC1=O)c1ccc([N+](=O)[O-])s1,-90,20,-0.2,x,-4,4,1.8,2,x,-8
CCCCN(C(=O)c1cc2ccccc2o1)c1c(N)n(CC(C)C)c(=O)[nH]c1=O,4,-15,-0.3,-11,13,-5,x,-16,-1,-10
OC[C@@H]1CN(Cc2ccc(-c3ccccc3)cc2)C[C@H](n2cnc3c(NC4CCC4)ncnc32)O1,9,-1,-0.4,x,x,x,-1.4,x,x,21
CN(C)C(=O)CCc1ccc2c3c([nH]c2c1)[C@]1(CCc2ccccc2)[C@@H](C(=O)N2CCCCC2)C[C@H](CC(=O)NCc2cccc(C(F)(F)F)c2)C(=O)N1CC3,-1,5,-0.4,x,-4,x,-1.5,-10,x,31
Cc1ccc(S(=O)(=O)N2CCCCC2)cc1NC(=O)CNc1ccccc1N1CCCC1=O,7,-5,i,x,5,4,0.1,3,x,18
O=C(NN=C1CCCC1)c1ccccc1[N+](=O)[O-],-1,-10,i,29,6,-1,0.8,-4,4,1
CCOC(=O)CSc1nc2c(c(=O)[nH]c(=O)n2C)n1Cc1ccccc1,-4,-7,-0.6,8,-22,-3,1.5,4,-3,-1
O=C(Cn1c(=O)sc2ccccc21)Nc1nc2c(s1)CCCC2,-3,8,-0.3,-17,4,-5,x,2,1,5
O=C1[C@H]2[C@@H](C3CC3)N3C(=O)CN(Cc4ccccn4)C(=O)[C@@]3(Cc3ccccc3)[C@H]2C(=O)N1c1ccccc1,1,6,-5.0,24,5,-9,1.6,-2,-3,-3
O=C(NCC1CCCCC1)c1cccc(Br)c1,-4,6,i,7,0,0,2.8,0,-1,-3

# The whole of this part, previewed entries included:
SMILES,PrPC TRFRET,CCHFV vOTU inh,BH1578 lux ind,VHR inh abs,MazEF act,Rv3671c inh,TcdB inh,PriA SSB inh,3CLpro inhibitor,Y pestis TopoI
CCN(CC)S(=O)(=O)c1ccc(N2CCOCC2)c(NS(=O)(=O)c2ccc(C)c(C)c2)c1,9,2,-0.3,4,-16,-1,x,-8,4,16
COc1ccc(-c2ccc(CN3C(C(C)C)C(=O)N(Cc4cn(Cc5ccco5)nn4)CCS3(=O)=O)cc2)cn1 (stereo unspecified),2,7,-2.4,x,12,x,0.4,x,x,17
O=C(NCCCN1CCCC1=O)c1ccc([N+](=O)[O-])s1,-90,20,-0.2,x,-4,4,1.8,2,x,-8
CCCCN(C(=O)c1cc2ccccc2o1)c1c(N)n(CC(C)C)c(=O)[nH]c1=O,4,-15,-0.3,-11,13,-5,x,-16,-1,-10
OC[C@@H]1CN(Cc2ccc(-c3ccccc3)cc2)C[C@H](n2cnc3c(NC4CCC4)ncnc32)O1,9,-1,-0.4,x,x,x,-1.4,x,x,21
CN(C)C(=O)CCc1ccc2c3c([nH]c2c1)[C@]1(CCc2ccccc2)[C@@H](C(=O)N2CCCCC2)C[C@H](CC(=O)NCc2cccc(C(F)(F)F)c2)C(=O)N1CC3,-1,5,-0.4,x,-4,x,-1.5,-10,x,31
Cc1ccc(S(=O)(=O)N2CCCCC2)cc1NC(=O)CNc1ccccc1N1CCCC1=O,7,-5,i,x,5,4,0.1,3,x,18
O=C(NN=C1CCCC1)c1ccccc1[N+](=O)[O-],-1,-10,i,29,6,-1,0.8,-4,4,1
CCOC(=O)CSc1nc2c(c(=O)[nH]c(=O)n2C)n1Cc1ccccc1,-4,-7,-0.6,8,-22,-3,1.5,4,-3,-1
O=C(Cn1c(=O)sc2ccccc21)Nc1nc2c(s1)CCCC2,-3,8,-0.3,-17,4,-5,x,2,1,5
O=C1[C@H]2[C@@H](C3CC3)N3C(=O)CN(Cc4ccccn4)C(=O)[C@@]3(Cc3ccccc3)[C@H]2C(=O)N1c1ccccc1,1,6,-5.0,24,5,-9,1.6,-2,-3,-3
O=C(NCC1CCCCC1)c1cccc(Br)c1,-4,6,i,7,0,0,2.8,0,-1,-3
CCOC(=O)C1C(C(=O)OCC)C(C)(C)C1N(C)C (stereo unspecified),3,-8,-10,x,10,x,0.9,x,x,6
CCOc1ccc([C@@H]2CC=C(C(=O)O)[C@H](c3cccc(Cl)c3)N2S(=O)(=O)c2ccc(C)cc2)cc1,4,8,-0.9,x,-1,-3,-0.9,3,x,9
Cc1nn(-c2cccc(C(=O)O)c2)c(C)c1Oc1ccccc1O,1,3,x,24,-1,-9,x,-18,-7,-8
Cc1ccc(-c2cc(C(=O)NC3=NCCS3)c3ccccc3n2)cc1C,-7,6,-0.3,7,-22,-21,x,1,0,6
C=CCN1C(=O)C(C)(C)N(C(C)=O)c2ccccc21,0,-13,-0.3,-11,-3,-5,1.0,-6,-3,-3
Cc1cc(C)c(S(=O)(=O)c2ccc(C(C)(C)C)cc2)c(Cl)n1,-1,12,-0.3,53*,-6,-10,-1.2,-6,0,41
O=C(CN1CCCC1)Nc1ccc(F)cc1,7,8,0.2,1,2,8,0.0,-1,7,5
Cc1cc(C)cc(NC(=O)CN2C(=O)C3CC=CCC3C2=O)c1 (stereo unspecified),12,14,3.1,x,3,-5,-6.5,3,x,0
O=C(O)c1cn(Cc2ccccn2)c(=O)c2ccccc12,0,-6,-2.7,9,-2,-4,-0.3,-4,5,3
Cc1cc(N2CCOCC2)ccc1/C=C1/SC(=O)NC1=O,-20,0,-0.2,1,0,-6,1.4,-5,2,-1
Cc1ccc(NC(=O)COCC(=O)Nc2ccc(F)cc2)cc1,1,4,i,8,6,2,1.0,-5,-2,0
Cc1cccc(NC(=S)N(CCN(C)C)C(C)c2ccco2)c1 (stereo unspecified),5,1,-1.1,10,4,-7,x,-12,3,-7
CCCC(C)C(=O)Nc1ccc(S(=O)(=O)Nc2nccs2)cc1 (stereo unspecified),4,-3,-4.1,8,3,-1,0.1,-11,4,6
CCOC(=O)CCCCCC(=O)Nc1ccc2c(c1)C(=O)N([C@@H](C)CO)C[C@H](C)[C@H](CN(C)C(=O)NC(C)C)OCCCC[C@H](C)O2,-3,9,-1.1,x,1,x,0.4&0.5,x,x,21
O=C(O)/C=C/C(=O)NC1CCCCCCCCCCC1,3,3,-0.4,8,-17,-7,-0.8,-3,0,-8
Cc1ccsc1/C=N/NC(=O)Cn1cnc2ccccc21,1,19,-0.2,-7,2,-8,x,x,6,-2
Cc1ccc(-n2nnc3c(=O)n(CC(=O)NCc4ccccc4)cnc32)cc1,-4,8,i,22,-11,-17,1.1,-10,-3,-1
Cc1oc(-c2ccccc2F)nc1CS(=O)CC(=O)NCc1ccc2c(c1)OCO2 (stereo unspecified),-8,-2,-0.4,-21,-6,-4,-0.4,-3,2,8
Cn1cnnc1SCCCN1C(=O)c2cccc3cccc(c23)C1=O,-30,-5,1.2,19,4,-3,0.5,-6,3,2
COc1cccc(C(=O)Nc2cc(C)on2)c1OC,3,11,-0.5,14,-2,0,1.0,8&-4,-2,6
S=c1[nH]nc(-c2ccco2)n1/N=C/c1ccccc1Cl,-3,7,-0.3,0,1,1,1.4,x,1,8
COc1cc2nc(CN(C)Cc3ccc(F)cc3)[nH]c(=O)c2cc1OC,-2,-6,-0.2,28,1,1,0.8,-2,1,-17
Cc1cc(C(=O)COC(=O)C2=COCCO2)c(C)n1-c1ccc2c(c1)OCO2,2,-7,-0.2,-1,1,4,x,10,-4,9
Cc1ccc2cccc(NC3OC(=O)c4ccccc43)c2n1 (stereo unspecified),1,-2,-0.6,-10,12,-11,x,4,-2,1
CC(C)OCCCNc1nc2c(c(=O)n(Cc3ccccc3F)c(=O)n2C)n1C,-7,7,5.6,18,0,10,x,2,-4,6
Cc1ccc(NC(=O)CC(C)N2CCCC2)cc1 (stereo unspecified),2,9,-0.6,6,5,4,x,-2,0,-2
CC(=O)N1c2ccc(S(=O)(=O)NC(CC(=O)O)c3ccc(Br)cc3)cc2CC1C (stereo unspecified),-2,17,i,39,7,-6,0.6,0,2,10
Cc1ccc(NC(=S)NNC(=O)c2c(Cl)c(C)nn2C)cc1,5,4,-3.1,-2,-3,10,x,5,0,-3
COc1ccc(CCN(C)Cc2ccc(OC)c(OCc3ccccc3)c2)cc1OC,x,x,0.9,15,3,9,1.3,-9,4,26
Cc1nonc1NC(=O)CSc1ccccn1,0,-18,i,49,8,0,1.5,14,-1,6
Cc1cc(=O)oc2ccc(OC(C)C(=O)O)cc12 (stereo unspecified),-1,-10,2.0,-8,-1,-3,0.0,3,-5,1
CC(=O)N(C)c1ccc(NC(=O)c2cnn(C)c2)cc1,-5,-1,i,24,1,7,x,-5,0,1
CC(C)NC(=O)N(C)C[C@H]1Oc2ccc(NC(=O)CCN3CCOCC3)cc2C(=O)N([C@H](C)CO)C[C@@H]1C,-2,-8,i,x,2,5,-0.3&1.7,1,x,6
CC(NC(=O)c1cc(-c2ccccn2)nc2ccc(Cl)cc12)C1CCCO1 (stereo unspecified),-8,-1,-0.1,6,0,1,2.0,-7,5,-1
Cc1oc(-c2ccc(Cl)cc2)nc1CS(=O)CC(=O)NCCCN1CC(C)CC(C)C1 (stereo unspecified),-5,11,-1.1,15,13,0,0.2,-8,1,5
CC(OC(=O)c1ccco1)C(=O)NC1CCCCC1 (stereo unspecified),-5,-12,i,30,2,2,x,-5,1,-11
COc1nc(N=C(N)N)nc2c(C)cccc12,0,-62,-0.3,31,31,-1,x,-2,-1,2
O=C(NC1CCCCCC1)C1CCN(S(=O)(=O)c2cnc[nH]2)CC1,7,3,-0.2,20,1,-7,0.8,-18,1,-11
COc1ccc(C(=O)N2CCOC2CNC(=O)C(=O)NCc2ccc(F)cc2)cc1 (stereo unspecified),3,8,-0.4,-4,1,-3,1.2,5,2,5
Cc1cc(C(=O)CN2C(=O)NC(CC(C)C)C2=O)c(C)n1-c1ccccc1F (stereo unspecified),-5,-15,-0.2,-11,6,-4,0.1,-10,0,1
Cc1ccc2c(N)c(C#N)sc2n1,-8,-4,-1.3,-6,11,-5,x,-10,1,-1

# As entered above:
# `COc1ccc(C(=O)N2CCOC2CNC(=O)C(=O)NCc2ccc(F)cc2)cc1` (stereo unspecified) – Rv3671c inh: -3
# `COc1nc(N=C(N)N)nc2c(C)cccc12` – PrPC TRFRET: 0
